Screens deposited in PubChem BioAssay by several laboratories.
TRPML3 agonist: human TRPML3 channel agonists, primary screen, cell-based, HEK293 TRPML3-YFP, Fluo-8 calcium fluorescence, 3 µM; activation, % at 3 µM; AID 1448, 2008; actives 0.29% (n = 220,000); 100% = the carbachol control signal;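 active = activation above its plate's cutoff, the mean activation of the plate's test wells plus 3 SD, cut at about 12% in these data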;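 note: 0% = DMSO only wells and 100% = carbachol wells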
Target sequence (Q8TDD5 whole entry, looked up): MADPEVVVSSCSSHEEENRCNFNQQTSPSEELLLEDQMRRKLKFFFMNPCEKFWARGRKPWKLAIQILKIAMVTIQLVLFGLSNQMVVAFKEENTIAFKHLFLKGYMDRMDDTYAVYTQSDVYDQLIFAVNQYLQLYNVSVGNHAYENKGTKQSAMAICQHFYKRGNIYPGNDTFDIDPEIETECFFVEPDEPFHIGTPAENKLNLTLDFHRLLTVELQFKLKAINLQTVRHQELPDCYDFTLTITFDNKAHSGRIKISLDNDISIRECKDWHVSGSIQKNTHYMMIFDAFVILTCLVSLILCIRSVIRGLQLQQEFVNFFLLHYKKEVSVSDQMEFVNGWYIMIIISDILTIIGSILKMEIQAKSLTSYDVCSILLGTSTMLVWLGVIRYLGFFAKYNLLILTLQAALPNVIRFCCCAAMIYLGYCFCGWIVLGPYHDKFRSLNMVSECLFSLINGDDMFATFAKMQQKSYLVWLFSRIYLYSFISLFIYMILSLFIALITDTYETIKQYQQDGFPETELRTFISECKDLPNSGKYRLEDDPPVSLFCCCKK
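Material: HEK293 cells stably carrying human TRPML3-YFP; compound dosing: single dose, 3 µM final nominal compound, 0.3% DMSO final; incubation: 1-h 37 °C dye load, 5-s basal, 120-s post-compound reads; technique: Fluo-8 intracellular calcium fluorescence, excitation 470-495 nm, emission 515-575 nm; read-out basis: percent activation from peak-to-basal fluorescence ratio, scaled between DMSO and carbachol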
14-3-3 Bad PPI: inhibitors of 14-3-3 zeta/Bad binding, primary screen, biochemical, TR-FRET, bovine 14-3-3 zeta. actives 0.71% (n = 220,000). inhibition, % at 21.7 µM. TR-FRET 14-3-3zeta/Dy647-pBad peptide displacement, 1 h. 14-3-3 protein zeta/delta (Bos taurus), P63103;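 active = inhibition above about 70%, limit read from the data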;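 note: 0% = full 14-3-3 plus peptide FRET controls and 100% = background without 14-3-3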
EP2 modulator: EP2 receptor modulators, cAMP readout, primary screen, cell-based, HTRF cAMP, PGE2 stimulation. Prostaglandin E2 receptor EP2 subtype (Homo sapiens), P43116. EP2-expressing cells, cAMP HTRF FRET, PGE2 co-stimulation. induction, % at 25 µM. actives 0.83% (n = 260,000);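 active = compounds whose cAMP rise, as percent of the full-agonist control response, exceeds 60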;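 note: rat C6 glioma line stably carrying human EP2 under a CMV promoter; the protocol text gives 20 µM as final concentration; 100% = response of wells given 1 µM PGE2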
Target sequence (P43116 whole entry, looked up): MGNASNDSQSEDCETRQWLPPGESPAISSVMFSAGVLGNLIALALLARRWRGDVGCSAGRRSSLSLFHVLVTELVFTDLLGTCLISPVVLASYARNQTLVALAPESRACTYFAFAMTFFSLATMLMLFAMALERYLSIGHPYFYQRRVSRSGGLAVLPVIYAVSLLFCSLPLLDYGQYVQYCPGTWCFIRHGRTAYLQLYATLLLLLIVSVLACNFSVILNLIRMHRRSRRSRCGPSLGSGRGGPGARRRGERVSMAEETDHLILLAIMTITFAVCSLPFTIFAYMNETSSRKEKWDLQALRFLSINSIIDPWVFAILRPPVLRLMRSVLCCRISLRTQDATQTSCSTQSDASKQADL
NPY-Y1 PAM-ag: NPY-Y1 receptor potentiators or agonists, primary screen, cell-based | activation, % at 3.6 µM | NPY-Y1 expressing cells, potentiator/agonist activation | Neuropeptide Y receptor type 1 (Homo sapiens), P25929 | AID 1304, 2008 | actives 0.37% (n = 220,000); in the data active = activation above about 33%, passing the limit was not always enough;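 note: cells stimulated with NPY at EC10 then isoproterenol at EC100; 0% = low agonist plus stimulus and 100% = saturating agonist plus stimulus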
NPY Y1 blocker: NPY-Y1 receptor antagonists, primary screen, cell-based; HEK293-CNG Y1 cells, membrane potential fluorescence; NPY at EC95, then isoproterenol; actives 1% (n = 200,000); AID 1040, 2008; inhibition, % at 3.6 µM; Neuropeptide Y receptor type 1 (Homo sapiens), P25929;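 active = inhibition above the campaign mean inhibition of all tested compounds plus 3 SD, cut at about 20% in these data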;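 note: 0% = DMSO wells given NPY plus isoproterenol and 100% = isoproterenol alone without NPY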
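Material: HEK293 Y1/CNG channel cell line; also added: NPY (25 nM), isoproterenol (1 µM), Ro 20-1724 (25 µM); doses: one concentration, 3.6 µM, in 0.4% DMSO; schedule: compound incubation 1 h at room temperature, readout 45 min post-stimulation; technique: membrane potential fluorescence; measure: fluorescence ratio normalized to % inhibition between controls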
PPC-1+TRAIL kill: compounds killing PPC-1 cancer cells with TRAIL present, primary screen, TRAIL potentiator project, ATPLite luminescence, uHTS; actives 0.41% (n = 220,000); PPC-1 cells + TRAIL, ATPLite viability luminescence; cell killing (% activity), % at 4 µM;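 active = cell killing above 50% in the first pass at 4 µM, then a duplicate retest at 5 µM averaging 50% or more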;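 note: plate controls were cells with TRAIL plus DMSO for no effect and medium-only wells lacking cells for full effect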
zfTRPN1 agonist: zebrafish TRPN1 channel agonists, primary screen, cell-based, HEK293, calcium fluorescence. actives 0.18% (n = 220,000). AID 1424, 2008. activation, % at 3 µM. HEK293 zebrafish TRPN1-YFP, Fluo-8 calcium fluorescence; 100% = response to 87 µM carbachol. transient receptor potential cation channel N1 (TRPN1/NompC), Danio rerio;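 active = activation above its plate's cutoff, the mean activation of test wells on that plate plus 3 SD, cut at about 19% in these data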;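 note: 0% = DMSO alone and 100% = 87 µM carbachol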
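Material – zebrafish TRPN1-YFP in HEK293 cells · Doses – 3 µM single point · Schedule – dye 1 h 37 °C plus 30 min RT · Signal – Fluo-8 calcium fluorescence, excitation 470-495 nm, emission 515-575 nm · Read-out – % activation versus carbachol response · Control set – carbachol high, DMSO low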
CHOP inhibitor: inhibitors of CHOP promoter induction, primary screen, cell-based, unfolded protein response, luciferase reporter; actives 3.8% (n = 220,000); CHO-K1 CHOP-promoter luciferase, tunicamycin-induced, 15-18 h; inhibition, % at 10 µM; AID 2732, 2010;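 active = compounds that reduced the stress-induced luciferase reporter signal by more than about 70% of percent inhibition, limit read from the data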;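 note: 0% = tunicamycin plus vehicle and 100% = wells without tunicamycin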
PGE2 EP2 inh: human EP2 receptor antagonists, primary screen, TR-FRET cAMP, C6 glioma cells; inhibition, % at 25 µM; C6 glioma cells expressing human EP2; cells stimulated with saturating PGE2; AID 1422, 2008; actives 0.52% (n = 260,000);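 active = percent inhibition above 40 after rounding to a whole number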;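 note: rat C6 glioma host cells with rolipram phosphodiesterase inhibitor present; the protocol text gives 20 µM as final concentration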
The depositor's hits bear a star; x = no result given; & = joins results of further samples; [ ] = remark or other dose. An excerpt, so the mix of outcomes need not match the whole.

SMILES	TRPML3 agonist	14-3-3 Bad PPI	EP2 modulator	NPY-Y1 PAM-ag	NPY Y1 blocker	PPC-1+TRAIL kill	zfTRPN1 agonist	CHOP inhibitor	PGE2 EP2 inh
Cc1nc2ccc(N3C(=O)CCC3=O)cc2[nH]1	-0.3	55	10	2	4	17	1.0	51	9
O=C(N=Nc1c(O)[nH]c2ccc([N+](=O)[O-])cc12)c1ccccc1Cl	0.6	33	-32	7	x	4	-0.3	6	20
COC(=O)c1ccc(OCC(O)CN2C(=O)NC(C)(C)C2=O)cc1 (configuration not stated)	0.7	-5	17	-3	-3	-5	1.9	26	-2
O=[N+]([O-])c1cc(-c2n[nH]c(-c3ccccc3)n2)cc([N+](=O)[O-])c1	0.9	6[fluorescence artefact?]	-1	4	15	11	1.5	94*	16
COC(=O)C(=Cc1ccc(OCc2ccc([N+](=O)[O-])cc2)c(OC)c1)C(=O)OC	0.0	-8	-55	-33	5	25	-0.5	-25	12
CC(=O)C1=C(O)C(=O)N(CCC(=O)O)C1c1ccccc1[N+](=O)[O-] (configuration not stated)	0.9	-6	20	11	0	23	1.7	-26	10
COc1cccc(OC)c1/C(O)=C(\C#N)c1nc2ccccc2[nH]1	-0.5	3[fluorescence artefact?]	-10	41	0	-12	-0.2	-4	14
Cc1cc(C)c(NC(=O)c2ccc(S(=O)(=O)N(C)C)cc2)c(C)n1	0.2	-1	11	-13	3	-3	0.0	12	5
O=C(CN1C(=O)NC(Cc2c[nH]c3ccccc23)C1=O)Nc1cccc(S(=O)(=O)N2CCOCC2)c1 (configuration not stated)	0.8	-6	15	7	x	-7	-0.3	15	8
Cc1ccc(C)c(C(=O)NC2CC(C)(C)NC(C)(C)C2)c1	1.2	0	16	6	-1	2	0.5	-4	7
CCOC(=O)c1c(C)n(OCc2ccccc2)c2ccc3c(no[n+]3[O-])c12	0.8	11	45	3	0	10	0.2	23	11
O=C(c1ccccc1)N1CCN(c2ccc([N+](=O)[O-])c(NCc3cccnc3)c2)CC1	-0.7	26[fluorescence artefact?]	-25	8	-3	1	1.9	5	3
Cc1ccc(C(=O)/C=C/c2ccc3c(c2)OCO3)o1	-0.1	-12	-2	6	7	9	-0.1	50	11
CC(C)c1nc(SCC(=O)Nc2ccc3c(c2)OCO3)n[nH]1	0.3	-6	25	18	-6	-6	-0.6	56	13
CCn1ccnc1C(O)c1ccc(N(C)C)cc1 (configuration not stated)	0.6	4	38	-11	5	20	1.3	26	7
CNS(=O)(=O)c1cccc(C(=O)Nc2cccnc2)c1	0.5	0	14	-8	11	6	0.0	22	7
Cc1ccc(S(=O)(=O)N2CCOC2CNC(=O)C(=O)NCCc2ccccc2)cc1 (configuration not stated)	0.6	-2	-8	15	x	-5	1.1	7	7
CCN(CC)S(=O)(=O)c1ccc2c(c1)nc(CCC(=O)Nc1ccc3c(c1)OCO3)n2C	0.4	0[fluorescence artefact?]	-2	-1	7	1	-0.8	18	6
O=C(Cn1cnc(Cl)c1Cl)c1ccccc1	0.2	1	-6	-9	-5	13	-0.4	4	2
C=C1C(=O)[C@@]23[C@H](O)C[C@@H]4C(C)(C)CC[C@H](O)[C@@]4(C)[C@@H]2CC[C@@H]1[C@H]3O	0.2	-4	-31	21	-8	3	0.2	98*	6
Cc1nn(-c2ccccc2)c(/N=C/c2ccc(O)cc2)c1-c1ccccc1	0.0	-26	-3	18	4	40	-0.3	104*	15
N#CCCn1cc(C(=O)N2CCOCC2)c(-c2ccc3c(c2)OCCO3)n1	1.0	-3	-2	17	-1	-17	0.5	-3	3
CCCCn1c(=O)nc2n(-c3ccc(OC)cc3)c3ccccc3cc-2c1=O	1.4	3	4	14	2	26	0.9	8	6
COC(=O)c1cc(-c2cccs2)[nH]n1	-0.7	-9	-15	8	-1	30	-0.8	7	8
CN(CCCC(=O)NC1CC(C)(C)NC(C)(C)C1)S(=O)(=O)c1ccc([N+](=O)[O-])cc1	0.5	-7	19	11	-1	13	-0.4	-2	3

4 entries from above, with each value named.
mol: O=C(N=Nc1c(O)[nH]c2ccc([N+](=O)[O-])cc12)c1ccccc1Cl
  TRPML3 agonist: 0.6	14-3-3 Bad PPI: 33	EP2 modulator: -32	NPY-Y1 PAM-ag: 7	NPY Y1 blocker: x	PPC-1+TRAIL kill: 4	zfTRPN1 agonist: -0.3	CHOP inhibitor: 6	PGE2 EP2 inh: 20
mol: COC(=O)c1ccc(OCC(O)CN2C(=O)NC(C)(C)C2=O)cc1 (configuration not stated)
  TRPML3 agonist: 0.7	14-3-3 Bad PPI: -5	EP2 modulator: 17	NPY-Y1 PAM-ag: -3	NPY Y1 blocker: -3	PPC-1+TRAIL kill: -5	zfTRPN1 agonist: 1.9	CHOP inhibitor: 26	PGE2 EP2 inh: -2
mol: O=[N+]([O-])c1cc(-c2n[nH]c(-c3ccccc3)n2)cc([N+](=O)[O-])c1
  TRPML3 agonist: 0.9	14-3-3 Bad PPI: 6[fluorescence artefact?]	EP2 modulator: -1	NPY-Y1 PAM-ag: 4	NPY Y1 blocker: 15	PPC-1+TRAIL kill: 11	zfTRPN1 agonist: 1.5	CHOP inhibitor: 94*	PGE2 EP2 inh: 16
mol: COC(=O)C(=Cc1ccc(OCc2ccc([N+](=O)[O-])cc2)c(OC)c1)C(=O)OC
  TRPML3 agonist: 0.0	14-3-3 Bad PPI: -8	EP2 modulator: -55	NPY-Y1 PAM-ag: -33	NPY Y1 blocker: 5	PPC-1+TRAIL kill: 25	zfTRPN1 agonist: -0.5	CHOP inhibitor: -25	PGE2 EP2 inh: 12

The listing continues:
SMILES	TRPML3 agonist	14-3-3 Bad PPI	EP2 modulator	NPY-Y1 PAM-ag	NPY Y1 blocker	PPC-1+TRAIL kill	zfTRPN1 agonist	CHOP inhibitor	PGE2 EP2 inh
COc1ccc(C)cc1-n1nnnc1SCn1nnc2ccccc2c1=O	0.1	-6	-11	4	-8	17	1.2	37	9
CCOC(=O)/C(N=Nc1cc(C(=O)O)cc(C(=O)O)c1)=C(\O)CCl	0.7	-11[fluorescence artefact?]	10	-8	0	0	0.2	18	7
COc1ccc(Nc2nc(N3CCCCC3)nc3ccccc23)c(OC)c1	-0.3	3	50	-24	41*	25	0.1	38	8
COc1ccc(C)cc1NC(=S)NNC(=O)c1c(Br)cnn1C	3.3	-15	-19	3	-6	-9	5.6	0	7
Cc1nc2c(C)cccc2cc1C(=O)N/N=C/c1cccc([N+](=O)[O-])c1	0.4	7	-3	-14	-4	7	-2.2	43	2
COc1ccc(-c2nc3c4ccccc4ccn3c2CN2CCCCC2)cc1	-0.2	-6	43	-17	8	-4	-1.1	54	4
Cc1cc(C)nc(NS(=O)(=O)c2ccc(NC(=O)c3cccc(N4C(=O)CCC4=O)c3)cc2)n1	0.6	-10[fluorescence artefact?]	28	-6	-3	13	0.1	20	4
CC(C)(C)NCCOCCOc1ccc(Cl)cc1C(C)(C)C	0.6	65	-5	7	5	-14	0.4	50	6
COc1ccc(NS(=O)(=O)c2ccc(S(=O)(=O)N(C)C)cc2)cc1S(N)(=O)=O	1.1	3	16	-13	2	22	1.2	16	0
COc1ccc2cc(CN(CCc3ccccc3)Cc3nnnn3CC3CCCO3)c(=O)[nH]c2c1 (configuration not stated)	-0.5	1	-1&-40	-17	-7	8	0.5	8	10&11
CC(=O)Nc1sc2c(c1C(c1cccc(F)c1)N1CCN(CCO)CC1)CCCC2 (configuration not stated)	1.0	-6	-5	13	4	-12	3.3	30	4
COc1ccc(NC(=O)OCCn2c([N+](=O)[O-])cnc2C)cc1	0.1	-18[fluorescence artefact?]	-12	-3	-1	6	0.3	34	8
COc1ccc(-c2cn3cc(C(F)(F)F)cc(Cl)c3n2)cc1	0.1	-4	-26	-32	10	28	-0.1	13	9
CCOC(=O)c1ccc(NC(=O)CN2CCN(Cc3ccccc3)CC2)cc1	1.2	-7	-17	8	17	18	1.6	23	6
CC1CCN(c2ccc(/C=N\Nc3nncn3N)cc2[N+](=O)[O-])CC1	0.6	-10[fluorescence artefact?]	9	-14	-4	21	-0.8	25	6
CC(=O)Nc1nnc(SCC(=O)c2ccc3c(c2)Cc2ccccc2-3)s1	1.1	-7[fluorescence artefact?]	61*	9	4	-20	0.8	38	13
O=c1c(-c2ccc(F)cc2)coc2c3c(ccc12)OCCO3	0.5	8	12	13	1	-13	-0.3	-3	15
CCOC(=O)Oc1ccc2c(=O)c(Oc3cc(C)cc(C)c3)coc2c1	-1.4	-3	14	-3	8	14	-1.4	-26	14
N#CCC(=N)N1CCN(c2ccccc2)CC1	1.0	x	-11	-27	6	2	-0.9	-16	22
O=c1c2c3c(sc2ncn1/N=C/c1ccccc1)CCCC3	0.2	-9	20	-25	1	17	1.1	-20	8
O=C(Nc1ccc(N2CCCCC2)cc1)c1ccccn1	0.2	14	-40	-10	-4	97*[5 µM]	1.4	94*	5
CCOc1ccccc1N=C1SC(CC(=O)Nc2ccc(OC)cc2OC)C(=O)N1CCC1=CCCCC1 (configuration not stated)	-0.5	-3	44	4	-2	9	1.7	46	1
N#Cc1cccc(C#N)c1N1CCC(C#N)CC1	0.7	-12	5	12	5	15	-0.2	23	8
CC(C)CCn1c(CN(C)Cc2ccccc2)nc2c1c(=O)n(C)c(=O)n2C	-0.9	3	3	-6	20	17	-3.4	16	5
O=C(CNCC1CCCCC1)Nc1ccc(OC(F)(F)F)cc1	3.2	36	-15	-5	8	7	13	91*	10
Cc1cc(N2CCC(C(=O)NC3CCCCC3)CC2)nc(-c2ccccc2)n1	0.8	12	-14	11	-1	12	0.3	25	9
